Screening data deposited in PubChem BioAssay by Southern Research Specialized Biocontainment Screening Center.
inhibitors of VEEV = inhibitors of VEEV TC-83 cytopathic effect, confirmation, Vero cells (AID 588727) | Vero cells, VEEV TC-83 cytopathic effect inhibition; higher % means a stronger effect | inhibition, % at 20 µM; hits with a dose series show IC50 in µM | 350,000 tested, 0.13% active; in the data active means a potency from the dose series; inconclusive means inhibition mostly from about 14% at the one dose, without a potency; inactive means the rest, 99 in 100 with inhibition below about 12%; further: strong numbers were not always called active
PhoP GFP inhibition = PhoP regulon inhibitors, Salmonella typhi PhoP promoter GFP reporter, confirmatory (AID 1850); Salmonella Typhi PhoP-promoter GFP reporter, fluorescence, 4 h; higher % means a stronger effect; inhibition, % at 50 µM, or IC50 in µM where a hit was titrated; 310,000 tested, 0.33% active; in the data active means a potency from the dose series; inconclusive means inhibition mostly from about 25% at the one dose, without a potency; inactive means the rest, 99 in 100 with inhibition below about 19%;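 further: 0% = induced wells with vehicle and 100% = uninduced wells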
tuberculosis growth = growth inhibition of non-replicating M. tuberculosis (AID 488890); Mycobacterium tuberculosis non-replicating, growth inhibition; higher % means a stronger effect; inhibition, % at 25 µM, or IC50 in µM where a hit was titrated; 320,000 tested, 0.39% active; in the data active means a potency from the dose series; inconclusive means inhibition mostly from about 82% at the one dose, without a potency; inactive means the rest, 99 in 100 with inhibition below about 76%;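 further: plate controls were DMSO cells for no effect and high antibiotic wells for full effect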
influenza NS1A = NS1A inhibition, H1N1 influenza, cell based functional assay (AID 504329) | NS1A functional cell-based assay, percent inhibition; higher % means a stronger effect | one-dose inhibition, % at 12.5 µM; IC50 in µM for titrated hits | 340,000 tested, 0.3% active; in the data active means a potency from the dose series; inconclusive means inhibition above about 27% without an active follow-up result; further: strong numbers were not always called active
H37Rv inhibition = M. tuberculosis growth inhibition, HTS (AID 449762); M. tuberculosis H37Rv growth inhibition, 7H9 media; higher % means a stronger effect; inhibition, % at 25 µM; hits with a dose series show IC50 in µM; 330,000 tested, 0.59% active; in the data active means a potency from the dose series; inconclusive means inhibition above about 70% without an active follow-up result;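 further: bacterial growth assessed after seven days of incubation; strong numbers were not always called active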
inhibitors of VEEV 10K pilot screen = further read-out of inhibitors of VEEV, marked with its call; inhibition, %; measured here: 10K pilot screen inhibition
Active calls of the source: *.

`COc1ccccc1NS(=O)(=O)c1cccc(C(=O)NCC(c2ccco2)N2CCCCC2)c1` (centres undefined) gave inhibitors of VEEV 3.4%, PhoP GFP inhibition -2%, tuberculosis growth 9%, influenza NS1A 8% and H37Rv inhibition -7%.
COc1ccc(OC)c(S(=O)(=O)Nc2ccc(C)c(C)c2)c1 was read as inhibitors of VEEV 1.1%, PhoP GFP inhibition -1%, tuberculosis growth 8%, influenza NS1A -1% and H37Rv inhibition 5%.
`COc1ccc(-c2nc(CN3CCC(C(=O)N4CCOCC4)CC3)c(C)o2)c(OC)c1` gave inhibitors of VEEV inactive, PhoP GFP inhibition -8%, tuberculosis growth -4%, influenza NS1A 20% and H37Rv inhibition -8%.
For CCCN1CCc2c(sc(NC(=S)NC(=O)c3ccccc3)c2C#N)C1 the results were inhibitors of VEEV 0.6%, PhoP GFP inhibition 2%, tuberculosis growth 78%, influenza NS1A 3% and H37Rv inhibition -1%.
Screening O=C(NCc1ccco1)c1cccc2c1C(=O)c1ccc(N3CCCC3)cc1S2(=O)=O returned inhibitors of VEEV 8.7%, tuberculosis growth 35%, influenza NS1A 3% and H37Rv inhibition 13%.
Screening Cc1cccc(OCc2nnc(SCC(=O)N3c4ccccc4CCc4ccccc43)o2)c1 returned inhibitors of VEEV 3.7%, PhoP GFP inhibition 13%, tuberculosis growth 27%, influenza NS1A -8% and H37Rv inhibition 20%.
`COc1ccc(S(=O)(=O)NCCSCc2ccco2)cc1Cl` gave inhibitors of VEEV inactive, PhoP GFP inhibition 6%, tuberculosis growth -3%, influenza NS1A -20% and H37Rv inhibition 6%.
Screening CC(C)N(Cc1ccccc1)C(=O)COC(=O)c1cnccn1 returned inhibitors of VEEV 5.2%, PhoP GFP inhibition 10%, tuberculosis growth 1%, influenza NS1A -5% and H37Rv inhibition 3%.
For CCCNC(=O)c1onc(CSc2ccc(Cl)cc2)c1C(=O)NCC1CC1 the results were inhibitors of VEEV 0.1%, PhoP GFP inhibition 5%, tuberculosis growth 11%, influenza NS1A 4%, H37Rv inhibition 2% and inhibitors of VEEV 10K pilot screen 0.1.
COc1ccccc1N1CCN(CC(=O)Nc2ccc(-n3cnnn3)cc2)CC1 was read as inhibitors of VEEV 0.2%, PhoP GFP inhibition -1%, tuberculosis growth 4%, influenza NS1A -2% and H37Rv inhibition 17%.
CCOc1ccc(S(=O)(=O)n2cc(F)c(=O)[nH]c2=O)cc1 was read as inhibitors of VEEV 9.0%, PhoP GFP inhibition 3%, tuberculosis growth 74% and H37Rv inhibition inconclusive.
CSc1nnc2c(n1)OC(c1ccccn1)N(C(C)=O)c1ccccc1-2 (centres undefined) was read as inhibitors of VEEV 0.9%, PhoP GFP inhibition -1%, tuberculosis growth -22%, influenza NS1A 10% and H37Rv inhibition -1%.
Cc1n[nH]c(=S)c2nn(-c3ccccc3F)c(C)c12 was read as inhibitors of VEEV 0.5% and influenza NS1A 10%.
`O=C(NNC(=S)Nc1cccc(C(F)(F)F)c1)c1ccc(Cl)cc1Cl` gave inhibitors of VEEV 2.0%, PhoP GFP inhibition 1%, tuberculosis growth 45%, influenza NS1A 22% and H37Rv inhibition 9%.
Nc1nc(NCC2CCCO2)nc(Nc2cccc(Cl)c2)c1[N+](=O)[O-] (centres undefined) was read as inhibitors of VEEV 0.9%, PhoP GFP inhibition -7%, tuberculosis growth -15%, influenza NS1A -13% and H37Rv inhibition 6%.

The list goes on, starting with the last 3 of the part before.
Cc1n[nH]c(=S)c2nn(-c3ccccc3F)c(C)c12 was read as inhibitors of VEEV 0.5% and influenza NS1A 10%.
`O=C(NNC(=S)Nc1cccc(C(F)(F)F)c1)c1ccc(Cl)cc1Cl` gave inhibitors of VEEV 2.0%, PhoP GFP inhibition 1%, tuberculosis growth 45%, influenza NS1A 22% and H37Rv inhibition 9%.
Nc1nc(NCC2CCCO2)nc(Nc2cccc(Cl)c2)c1[N+](=O)[O-] (centres undefined) was read as inhibitors of VEEV 0.9%, PhoP GFP inhibition -7%, tuberculosis growth -15%, influenza NS1A -13% and H37Rv inhibition 6%.
`CCNS(=O)(=O)c1ccc(NC(=O)c2c(-c3ccccc3)noc2C)cc1` gave inhibitors of VEEV 2.4%, PhoP GFP inhibition 6%, tuberculosis growth -12%, influenza NS1A 7% and H37Rv inhibition -3%.
Screening COC(=O)c1sccc1NC(=O)c1ccc(OC)cc1 returned inhibitors of VEEV 5.9%, PhoP GFP inhibition -9%, tuberculosis growth 23%, influenza NS1A 4% and H37Rv inhibition 4%.
`O=[N+]([O-])c1ccc(N2CCc3ccccc3C2)cc1` gave inhibitors of VEEV inactive, PhoP GFP inhibition -2%, tuberculosis growth 78%, influenza NS1A 7% and H37Rv inhibition 7%.
For CCOc1cc(C(=O)NC(C)c2ccncc2)cc(OCC)c1OCC (centres undefined) the results were inhibitors of VEEV 3.4%, PhoP GFP inhibition -4% and influenza NS1A 5%.
Cc1ccc(S(=O)(=O)N(C)C)cc1NC(=O)COc1cccc(-n2cnnn2)c1 was read as inhibitors of VEEV 1.8%, tuberculosis growth 1%, influenza NS1A 0% and H37Rv inhibition -1%.
CCn1c(CCNS(=O)(=O)c2ccccc2Br)nnc1SC was read as inhibitors of VEEV 0.0%, PhoP GFP inhibition 4%, tuberculosis growth -9%, influenza NS1A -3% and H37Rv inhibition 9%.
Screening COc1cc(/C=N\NC(=O)c2ccccc2F)ccc1Oc1ccc([N+](=O)[O-])cn1 returned inhibitors of VEEV 11%, PhoP GFP inhibition 4%, tuberculosis growth 29%, influenza NS1A -2% and H37Rv inhibition -6%.
`CCCCCOc1ccc(Br)cc1/C(C)=N/NC1=NCCN1` gave inhibitors of VEEV inactive, PhoP GFP inhibition 0%, tuberculosis growth 7.6µM*, influenza NS1A 16% and H37Rv inhibition inconclusive.
Screening O=C(Nc1ccc(N2CCOCC2)cc1)c1ccc(COc2ccccc2)cc1 returned inhibitors of VEEV 1.4%, PhoP GFP inhibition -8%, tuberculosis growth -9%, influenza NS1A 4% and H37Rv inhibition -1%.
Cc1cc(C)c2c(-n3cccc3)nn(CC#N)c2n1 was read as inhibitors of VEEV inactive, PhoP GFP inhibition 11%, tuberculosis growth -8%, influenza NS1A 9% and H37Rv inhibition -20%.
For CN(C(=O)CN1C(=O)/C(=C/c2ccc(F)cc2)SC1=S)C1CCS(=O)(=O)C1 (centres undefined) the results were inhibitors of VEEV 8.8%, PhoP GFP inhibition -7%, tuberculosis growth -1%, influenza NS1A -2% and H37Rv inhibition 5%.
For Cc1ccc(SCC(=O)NCCSCc2ccccc2)cc1 the results were inhibitors of VEEV 0.5%, PhoP GFP inhibition 0%, tuberculosis growth inconclusive, influenza NS1A -3% and H37Rv inhibition 4%.
Cc1ccc(C)c(COC(=O)c2cccc(S(=O)(=O)N3CCCC3)c2)c1 was read as inhibitors of VEEV 6.7% and influenza NS1A -4%.
Screening CCC(C)(C)C1CCc2[nH]nc(C(=O)NN)c2C1 (centres undefined) returned inhibitors of VEEV 0.4%, PhoP GFP inhibition -8%, tuberculosis growth 2%, influenza NS1A 3% and H37Rv inhibition 1%.
Screening COc1ccc(OCCCN2CCCC(C)C2)cc1 (centres undefined) returned inhibitors of VEEV 0.2%, PhoP GFP inhibition 3%, tuberculosis growth -11%, influenza NS1A 6% and H37Rv inhibition -3%.

By substructure, the compounds so far containing a Cl atom (four)
`COc1ccc(S(=O)(=O)NCCSCc2ccco2)cc1Cl` gave inhibitors of VEEV inactive, PhoP GFP inhibition 6%, tuberculosis growth -3%, influenza NS1A -20% and H37Rv inhibition 6%.
For CCCNC(=O)c1onc(CSc2ccc(Cl)cc2)c1C(=O)NCC1CC1 the results were inhibitors of VEEV 0.1%, PhoP GFP inhibition 5%, tuberculosis growth 11%, influenza NS1A 4%, H37Rv inhibition 2% and inhibitors of VEEV 10K pilot screen 0.1.
`O=C(NNC(=S)Nc1cccc(C(F)(F)F)c1)c1ccc(Cl)cc1Cl` gave inhibitors of VEEV 2.0%, PhoP GFP inhibition 1%, tuberculosis growth 45%, influenza NS1A 22% and H37Rv inhibition 9%.
Nc1nc(NCC2CCCO2)nc(Nc2cccc(Cl)c2)c1[N+](=O)[O-] (centres undefined) was read as inhibitors of VEEV 0.9%, PhoP GFP inhibition -7%, tuberculosis growth -15%, influenza NS1A -13% and H37Rv inhibition 6%.

New compounds follow.
For CCN1CCN(CCNC(=O)c2ccc3c(c2)NC(=O)/C(=C\c2ccc(OC)c(OC)c2)S3)CC1 the results were inhibitors of VEEV 1.1%, PhoP GFP inhibition 19%, tuberculosis growth 48%, influenza NS1A 5% and H37Rv inhibition 8%.
`COc1ccc(C2=CC3=C(Br)C(=O)C(C)(OC(=O)c4ccco4)C(=O)C3=CO2)cc1` (centres undefined) gave inhibitors of VEEV 0.0%, PhoP GFP inhibition -28%, tuberculosis growth 1%, influenza NS1A 12% and H37Rv inhibition 8%.
Screening CCc1ccc(NC(=O)CC2C(=O)N(c3ccc(OC)cc3)C(=O)N2CCOC)cc1 (centres undefined) returned inhibitors of VEEV 0.7%, PhoP GFP inhibition 1%, tuberculosis growth 1%, influenza NS1A -2% and H37Rv inhibition -1%.
`C=C1[C@@H](OC(C)=O)[C@]23C[C@@H]1[C@@H](OC(C)=O)CC2[C@]12C4C[C@H]3[C@H]1N(CC)C[C@]4(C)CC[C@@H]2O` (some centres undefined) gave inhibitors of VEEV 0.1%, PhoP GFP inhibition -7%, tuberculosis growth -6%, influenza NS1A -21% and H37Rv inhibition -11%.
For CCOc1cc(C2C(C(=O)N3CCCCC3)=C(C)NC3=C2C(=O)CC(C)(C)C3)ccc1O (centres undefined) the results were inhibitors of VEEV inactive, PhoP GFP inhibition -8%, tuberculosis growth 11%, influenza NS1A -8% and H37Rv inhibition -3%.
Screening COc1cccc(CN2CCN(C(=O)CC(C)C)CC2)c1 returned inhibitors of VEEV 0.2%, PhoP GFP inhibition -1%, tuberculosis growth 5%, influenza NS1A -21% and H37Rv inhibition 0%.
For Cc1ccc(S(=O)(=O)N2CCCC2CNC(=O)c2ccccc2)cc1 (centres undefined) the results were inhibitors of VEEV 3.4%, PhoP GFP inhibition 3%, tuberculosis growth 4%, influenza NS1A -2% and H37Rv inhibition -2%.
CCCC(=O)c1ccc(N2CCN(S(=O)(=O)c3ccc(C)cc3)CC2)c(F)c1 was read as inhibitors of VEEV 0.1%, PhoP GFP inhibition 14%, tuberculosis growth 8%, influenza NS1A -10% and H37Rv inhibition 10%.
Screening Cc1ccccc1CN1C[C@@H]2C[C@@H](c3cnc(N4CCOCC4)s3)N3CCC[C@@]23C1=O returned inhibitors of VEEV 0.3%, PhoP GFP inhibition 0%, tuberculosis growth 0%, influenza NS1A 3% and H37Rv inhibition 0%.
Screening Cc1cc(/C=C(\C#N)C(=O)Nc2ccc(Cl)cc2)c(C)n1-c1ccc(N2CCOCC2)c([N+](=O)[O-])c1 returned inhibitors of VEEV 1.1%, PhoP GFP inhibition 0%, tuberculosis growth 26%, influenza NS1A 13% and H37Rv inhibition -4%.
For CCOCCCNC(=O)CCS(=O)(=O)Cc1ccc(C)cc1 the results were inhibitors of VEEV inactive, PhoP GFP inhibition -3%, tuberculosis growth 3%, influenza NS1A -9% and H37Rv inhibition -8%.
O=C(CN1C(=O)c2cccnc2Oc2ccc(Cl)cc21)Nc1ccc(F)cc1 was read as inhibitors of VEEV 12%, PhoP GFP inhibition -23%, tuberculosis growth 62%, influenza NS1A 4% and H37Rv inhibition -12%.
For Cc1cc(OCCCCN2C(=O)NC(C)(C)C2=O)ccc1[N+](=O)[O-] the results were inhibitors of VEEV inactive, PhoP GFP inhibition -10%, tuberculosis growth 5%, influenza NS1A -12% and H37Rv inhibition -4%.
